D3 antag: qHTS of D3 Dopamine Receptor Antagonist: qHTS; D(3) dopamine receptor (Homo sapiens), P35462; D3R cells, DiscoveRx beta-arrestin luminescence, antagonist mode; active compounds read low; max response, negative = inhibition, %; hit rate 2.5% among 360,000; AID 652054, 2013; in the data active means max response below about -50%; inconclusive means no clear call, values can overlap the other calls; further: on the % scale 0 is the no-effect control and ±100 the full control effect; mostly tested at two doses, the higher about 12 µM
Target sequence (P35462 whole entry, looked up): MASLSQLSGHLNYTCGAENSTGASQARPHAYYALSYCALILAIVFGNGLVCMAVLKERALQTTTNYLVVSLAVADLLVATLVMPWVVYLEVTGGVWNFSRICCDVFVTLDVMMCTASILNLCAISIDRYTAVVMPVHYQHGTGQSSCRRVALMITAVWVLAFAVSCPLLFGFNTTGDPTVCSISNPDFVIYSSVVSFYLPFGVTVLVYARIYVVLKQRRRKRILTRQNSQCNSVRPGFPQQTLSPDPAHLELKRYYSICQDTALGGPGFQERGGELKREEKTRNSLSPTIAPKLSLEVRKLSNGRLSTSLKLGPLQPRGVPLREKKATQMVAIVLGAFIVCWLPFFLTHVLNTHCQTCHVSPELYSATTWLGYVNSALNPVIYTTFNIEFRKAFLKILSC
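Cells plated overnight at 1500 cells/well, then exposed to library compounds with dopamine controls for 90 minutes at 37 degrees C. DiscoveRx reagent added for 30–60 minutes at room temperature; luminescence read, quantitative HTS format.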
Abeta rescue: qHTS for compounds that reverse cellular toxicity of Amyloid beta (A-beta) peptide in yeast: Primary Screen. yeast expressing A-beta42, growth rescue, OD600, 48 h; response scale: 0% DMSO, 100% iron-clioquinol control. Potency, µM (titrated, usually from 46.1 µM), inactives show top-dose growth rescue, hits mostly activators. hit rate 0.063% among 410,000; further: potency means the concentration at half of the fitted maximal effect; nearly all actives have a fitted effect of over 55% in size
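Yeast A-beta toxicity model in growth medium with pinned compounds, 48 h at 30 C; growth read as absorbance at 600 nm. Normalized to FeCl3/clioquinol equimolar mix (positive) and DMSO (negative).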
GLP1R ag: qHTS of GLP-1 Receptor Agonists; hit rate 0.007% among 380,000; Potency, µM (doses to about 45.6 µM), inactives show at the highest dose activation, usual class: activators; HEK293 GLP-1R CRE-luciferase, luminescence, 4-6 h; cells express a hypersensitive GLP-1R form; further: potency means the concentration at half of the fitted maximal effect; % of control where 0% means no effect
Target sequence (P43220 whole entry, looked up): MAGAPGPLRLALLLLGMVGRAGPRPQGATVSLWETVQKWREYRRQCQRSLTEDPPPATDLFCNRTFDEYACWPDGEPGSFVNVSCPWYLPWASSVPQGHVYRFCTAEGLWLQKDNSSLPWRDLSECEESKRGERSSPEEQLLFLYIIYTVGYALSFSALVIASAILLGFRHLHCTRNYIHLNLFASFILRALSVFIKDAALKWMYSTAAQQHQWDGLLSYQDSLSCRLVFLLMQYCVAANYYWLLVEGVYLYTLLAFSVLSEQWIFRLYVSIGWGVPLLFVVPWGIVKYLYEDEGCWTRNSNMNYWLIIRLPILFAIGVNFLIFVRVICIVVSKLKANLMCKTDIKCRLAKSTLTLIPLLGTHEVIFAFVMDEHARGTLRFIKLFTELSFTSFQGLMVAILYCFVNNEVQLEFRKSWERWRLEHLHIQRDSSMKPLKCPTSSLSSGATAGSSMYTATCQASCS
aSyn yeast inh: qHTS of alpha-syn Inhibitors | Potency, µM (doses to about 46.1 µM), inactives show at the highest dose growth rescue (activation), hits mostly activators | Yeast expressing alpha-synuclein, growth rescue, BacTiter-Glo, 24 h | hit rate 0.14% among 370,000; further: potency means the concentration at half of the fitted maximal effect; % of control where 0% means no effect; nearly all actives have a fitted effect of over 65% in size
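Rescue of yeast growth: cells expressing toxic alpha-synuclein, induced in galactose at OD600 0.02, incubated with compound 24 h at 30 C. ATP luminescence quantified growth; inhibitors of toxicity appear as activators.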
TDP43 rescue: qHTS of TDP-43 Inhibitors; TDP-43 expressing yeast growth rescue, BacTiter-Glo, 24 h; Potency, µM (top dose mostly 46.1 µM), for the others: at the highest dose growth rescue (activation), actives largely listed as activators; hit rate 1.8% among 410,000; AID 652104, 2013; further: potency means the concentration at half of the fitted maximal effect; % of control where 0% means no effect; nearly all actives have a fitted effect of over 50% in size
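In this qHTS, compounds that restore growth of yeast expressing TDP-43 appear as activators. Cells (OD600=0.02, galactose medium, raffinose-pregrown) are incubated with compound 24 hr at 30 deg C and growth is quantified by BacTiter-Glo.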
Akt phos inh: HTS Assay for Inhibitors of Akt Phophorylation: Primary Screen. AID 651550, 2012. activity change, % for hits at 50 µM. Neuro2A IGF-stimulated pAkt S473 HTRF, 20 min; active compounds read low. hit rate 0.32% among 360,000; in the data active means activity change below about -80%; inconclusive means mostly about -51% to -80%; further: on the % scale 0 is the no-effect control and ±100 the full control effect
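Neuro2A cells (4,500/well, DMEM with 0.5% FBS) were treated with compound at a single 50 µM final concentration, stimulated with 6 nM IGF for 20 min at 37 °C, and lysed. Phospho-Akt Ser473 was read by HTRF as 665/615 ratio ×10^4.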
FUS suppressor: qHTS for Suppressors of FUS Proteinopathy: Primary screen using FUS-linked yeast assay; S. cerevisiae FUS-expressing, growth rescue, OD600, 24 h; Potency, µM (series often up to 76.6 µM), without a hit: at the top dose growth rescue (activation), usual class: activators; hit rate 0.24% among 390,000; AID 1347120, 2019;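 further: potency means the concentration at half of the fitted maximal effect; plate controls were DMSO vehicle for no effect and reference control for full effect; nearly all actives have a fitted effect of over 55% in size; some results filed as inactive show a strong effect at the top dose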
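Cultures pregrown in 2.5% raffinose medium are shifted to minimal medium containing 2% galactose to express toxic FUS. Compounds are tested at several concentrations. After 24hr at 30C, growth is quantified at 600 nm absorbance.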
PTHR1 ag: qHTS for PTHR1 Agonists: Primary Screen; HEK293 GP2 PTHR1 cells, GloSensor cAMP luminescence, 1 h; Potency, µM (highest dose often 115 µM), without a hit: at the top dose activation, actives largely listed as activators; hit rate 0.075% among 410,000; AID 743266, 2014; further: potency means the concentration at half of the fitted maximal effect; nearly all actives have a fitted effect of over 55% in size; some results filed as inactive show a strong effect at the top dose; inactives centre near -15; many of its hits are not listed in these tables
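HEK-293-derived GP2 cells expressing PTHR1 and a GloSensor cAMP reporter, 3,000/well, plated overnight, given luciferin plus IBMX (each 0.5 mM as added) for 1 h at 37 °C, then compound for 1 h at 37 °C. Luminescence was read after 15 min at room temperature.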
GLP1R inv ag: qHTS of GLP-1 Receptor Inverse Agonists (Inhibition Mode); Glucagon-like peptide 1 receptor (Homo sapiens), P43220; HEK293 GLP-1R CRE-luciferase, luminescence, 24 h; GLP-1R form is constitutively active; Potency, µM (top dose mostly 38.3 µM), without a hit: at the highest dose activity change, negative = inhibition, most hits filed as inhibitors; hit rate 1.6% among 410,000; AID 624417, 2012; further: potency means the concentration at half of the fitted maximal effect; on the % scale 0 is the no-effect control and ±100 the full control effect; nearly all actives have a fitted effect of over 55% in size
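Luminescence readout: a drop in cAMP-driven luciferase signal flags inverse agonism at a constitutively active GLP-1R stably expressed in HEK293. Compound exposure lasted 24 hr at 37 deg C, 5% CO2.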
Starred values were filed as active, the others as inactive; i = inactive; u = inconclusive; x = no result given; & = joins results of further samples; [ ] = remark or other dose. Unless noted, the call rests on the fitted dose curve; in most records, active means well fitted curve in the direction sought with a large enough effect; inconclusive means small, poorly fitted or top-dose-only effect, or another doubt; inactive means no such curve, though single readings can be large; an effect the other way counts as inactive or inconclusive. A portion of the library, so the mix of outcomes need not match the whole.

No.	SMILES	D3 antag	Abeta rescue	GLP1R ag	aSyn yeast inh	TDP43 rescue
1	Cn1c(=O)n(C)c2cc(NS(C)(=O)=O)ccc21	3.3	7.5%	-8.1%	4.5%	-3.7%
2	CCc1ccc(-c2cc(C(F)(F)F)n3nc(C(=O)Nc4c(C)nn(Cc5ccccc5Cl)c4C)cc3n2)s1	21.4	16.4%	-11.2%	-7.8%	-1.4%
3	CC1=NN(C(=O)CCc2ccccc2O)C(O)(C(F)(F)F)C1 (configuration not stated)	-3.1	0.4%	-6.9%	4.9%	19.5%
4	Cc1ccc(C)c(Nc2c([N+](=O)[O-])cc(C(=O)N3CC(=O)Nc4ccccc43)cc2[N+](=O)[O-])c1	u	4.8%	1.0%	13.0%	-11.5%
5	CC(C)(C)NS(=O)(=O)c1ccc(N2C(=O)c3ccccc3C2=O)cc1	17.8	-6.6%	-4.0%	x	5.2%
6	COc1ccccc1C1C=C(c2ccc(Cl)cc2)Nc2nc(N3C(=O)CCC3=O)nn21 (configuration not stated)	-14.4	-8.5%	-1.6%	-4.5%	-1.7%
7	Cc1cc(O)ccc1N=Cc1c(C(F)(F)F)[nH][nH]c1=O	-9.5	-20.4%	-4.0%	-0.3%	-6.1%
8	COc1cc(OC)cc(C(=O)Nc2ccc3c(c2)CCCN3C(=O)c2cccs2)c1	14.0	-0.3%&-3.4%	-2.9%	0.8%	14.9%
9	O=C(N/N=C/c1ccc(Br)o1)/C(=C/c1ccc([N+](=O)[O-])cc1)NC(=O)c1ccccc1	-19.1	3.7%	-0.4%	14.0%	-8.0%
10	CCOC(=O)C1CCN(C(=O)C2COc3ccccc3C2)CC1 (configuration not stated)	x	-6.5%	x	x	-4.0%

No.	Akt phos inh	FUS suppressor	PTHR1 ag	GLP1R inv ag
1	i	-13.3%	i	35.8%[activator]
2	i	4.3%	-11.3%	0.8%
3	i	x	i	13.7%
4	i	42.6%	-11.5%[57.5 µM]	-25.7%
5	x	0.0%	i	0.0%
6	i	44.9%	-0.5%[57.5 µM]	0.0%
7	i	-26.1%	i	17.1%
8	i	u	i	u
9	i	u	i	-6.9%
10	x	-4.8%	21.7%	4.7%

(more compounds)
No.	SMILES	D3 antag	Abeta rescue	GLP1R ag	aSyn yeast inh	TDP43 rescue
11	O=c1nc(NC2CCCC2)ccn1Cc1cccc(Br)c1	12.3	18.1%	-2.6%	-1.8%	0.3%
12	CC(=O)C1=C(C)NC(=O)NC1c1ccc2c(c1)OCO2 (configuration not stated)	-12.0	-5.2%	2.9%	-6.8%	-15.0%
13	CC(/C=C/c1ccc(N(C)C)cc1)=N\N=C1\NC(=O)CC(C(=O)Nc2ccccc2)S1 (configuration not stated)	5.0	1.3%	0.1%	-1.9%	8.3%
14	CC(=O)/C(=N/Nc1ccccc1)Sc1nnc(CCc2ccccc2)n1-c1ccccc1	-26.3	-3.2%	0.4%	0.7%	-21.7%
15	CCOc1ccc(-c2nnc(SCC(=O)N(CC)c3cccc(C)c3)o2)cc1	x	-16.3%	x	x	-3.7%
16	O=C(Nc1nc(-c2ccccn2)cs1)c1cccc(-n2cnnn2)c1	35.8	2.9%	-2.0%	0.7%	14.5%
17	CCC(C(=O)NC1CCCC1)N(Cc1cccs1)C(=O)Cn1nnc(-c2ccc(OC)c(OC)c2)n1 (configuration not stated)	-11.7	-2.7%	u	u	0.4%
18	CC(=O)Nc1ccc(NC(=O)CN(c2ccc([N+](=O)[O-])cc2)S(=O)(=O)c2ccccc2)cc1	-6.8	-0.1%	-1.3%	2.2%	1.3%
19	O=S1(=O)CC(N2CCC(c3ccccc3)CC2)CN1Cc1ccccc1 (configuration not stated)	-8.4	1.2%	16.6%	-1.5%	25.6%
20	CCn1c(COc2ccc(Cl)cc2)nnc1SCc1ccc(C#N)cc1	2.3	-27.2%	0.8%	u	21.9%

No.	Akt phos inh	FUS suppressor	PTHR1 ag	GLP1R inv ag
11	i	0.6%	-30.6%[inhibitor][57.5 µM]	-3.2%
12	i	-3.5%	-4.3%	26.7%
13	i	x	i	-29.3%
14	i	u	-33.4%[inhibitor]	u
15	x	6.0%	i	5.4%
16	i	3.6%	-2.3%	u
17	i	8.4%	18.4%[57.5 µM]	24.9%
18	i	25.5%	-1.7%	-15.8%
19	i	-13.5%	-25.7%	u
20	i	u	-29.6%	u

Carrying on.
No.	SMILES	D3 antag	Abeta rescue	GLP1R ag	aSyn yeast inh	TDP43 rescue
21	O=C(NCc1ccc2c(c1)OCO2)c1ccc2c(c1)OCO2	9.3	u	11.5%	0.1%	17.8%
22	CCc1nnc(SCC(=O)Nc2ccc(OC)c(OC)c2)c2cc3occc3n12	x	10.4%	x	x	0.0%
23	CCCCN1CN=C(Nc2nc3ccccc3o2)NC1	u	-6.0%	2.0%	-11.5%	-23.5%
24	COc1ccc(OCC(=O)N/N=C(/C)Cc2ccccc2)cc1	-10.2	-2.1%	1.0%	-3.9%	13.3%
25	CC12CCC(=O)N1C(C(=O)NNC(=O)COc1ccccc1Cl)CS2 (configuration not stated)	0.0	0.0%	1.8%	-5.0%	13.4%
26	O=C(NC1CCCCC1)C(c1ccc(F)cc1)N(CCCN1CCOCC1)C(=O)c1ccc(CN2CCOCC2)o1 (configuration not stated)	5.1	6.7%	-1.6%	-1.0%	-1.2%
27	CSc1cccc(NC(=O)CSc2ncccc2C(=O)Oc2cccc([N+](=O)[O-])c2)c1	-18.7	-2.1%	-8.0%	1.6%	3.5%
28	Cc1cc(C)n(C(=O)CCC2COc3ccccc3O2)n1 (configuration not stated)	2.7	1.1%	3.9%	3.6%	20.8%
29	COC(=O)c1ccc(NC(=O)CSc2nncn2C)cc1	-4.1	7.6%	-11.7%	-4.5%	-7.7%
30	CCOC(=O)C1C(C)N=C2SCC(=O)N2C1c1cccc(Br)c1 (configuration not stated)	-13.5	7.0%	2.7%	-9.7%	1.0%

No.	Akt phos inh	FUS suppressor	PTHR1 ag	GLP1R inv ag
21	i	-7.6%	i	10.8%
22	x	14.8%	-20.9%	9.9%
23	i	11.6%	-18.5%	0.0%
24	i	5.9%	i	9.4%
25	i	-20.2%	i	13.0%
26	i	13.6%	-24.2%	0.7%
27	i	-4.1%	i	-24.7%
28	i	-11.1%	-6.9%	7.0%
29	i	-7.4%	-18.9%[57.5 µM]	-0.4%
30	x	u	-3.7%[57.5 µM]	-16.3%

Later entries:
No.	SMILES	D3 antag	Abeta rescue	GLP1R ag	aSyn yeast inh	TDP43 rescue
31	CC(=O)c1cc2c(cc1N/C(=N/S(=O)(=O)c1ccc(C)cc1)c1ccc(F)cc1)OCO2	x	-5.5%	x	x	-1.0%
32	CCOC(=O)CC(NC(=O)c1ccco1)c1ccc(OC)cc1 (configuration not stated)	15.2	-18.8%	2.6%	-4.9%	0.4%
33	COc1ccccc1C(=O)NCCC(=O)NCC1CCCCC1	-16.4	15.8%	0.3%	5.9%	16.2%
34	C=CCN=C1N[C@@H](c2ccccc2)C(C(=O)OC)=C(C)N1CCOC	-3.2	-12.6%	-0.3%	-1.8%	-6.0%
35	N#CNC1=NCN(CCc2ccccc2)CN1	-12.4	11.2%	-12.8%	0.2%	1.5%
36	CCN(CC(=O)N1CCCC1)S(=O)(=O)c1ccc(Br)cc1	-6.3	6.1%	-2.4%	-2.4%	3.5%
37	Cc1ccc(/C=C/C(=O)Nc2nc(-c3cccs3)ns2)cc1	x	-0.6%	x	x	11.3%
38	O=C(O)c1cccc(S(=O)(=O)Nc2ccc(OCc3ccccc3)cc2)c1	2.9	-9.5%	-2.0%	3.3%	-11.5%
39	CC1CN(C(=O)c2cccc(C(=O)N3CC(C)OC(C)C3)c2)CC(C)O1 (configuration not stated)	8.6	29.9%	-3.1%	4.8%	21.5%
40	O=C(NCCCN1CCOCC1)C(=O)NCc1ccc(Cl)cc1	-22.3	17.3%	-8.5%	1.6%	9.6%
41	O=C(CCc1nc(-c2ccccc2F)no1)NC1CCN(Cc2ccccc2)CC1	-51.1*	-7.7%	4.3%	-18.9%	5.5%
42	Cc1csc2nc(COc3ccccc3NC(=O)c3ccco3)cc(=O)n12	x	-4.5%	0.3%	x	-4.3%

No.	Akt phos inh	FUS suppressor	PTHR1 ag	GLP1R inv ag
31	x	18.9%	i	-6.1%
32	i	18.8%	16.2%[57.5 µM]	-9.0%
33	i	8.6%	9.4%	-15.1%
34	i	-16.4%	-7.3%	12.8%
35	i	4.9%	-18.2%[57.5 µM]	3.4%
36	i	-4.9%	i	2.5%
37	x	12.0%	i	-8.4%
38	i	7.3%	-6.7%	-5.1%
39	i	-24.8%	-20.2%[57.5 µM]	-6.7%
40	i	7.3%	i	-6.4%[0.307 µM]
41	i	0.1%	i	u
42	x	-23.1%	-2.6%	16.7%

Entries of single compounds from above. Order of values: D3 antag | Abeta rescue | GLP1R ag | aSyn yeast inh | TDP43 rescue | Akt phos inh | FUS suppressor | PTHR1 ag | GLP1R inv ag
Profile of O=C(O)c1cccc(S(=O)(=O)Nc2ccc(OCc3ccccc3)cc2)c1 = 2.9 | -9.5% | -2.0% | 3.3% | -11.5% | i | 7.3% | -6.7% | -5.1%
Profile of CC1CN(C(=O)c2cccc(C(=O)N3CC(C)OC(C)C3)c2)CC(C)O1 (configuration not stated) = 8.6 | 29.9% | -3.1% | 4.8% | 21.5% | i | -24.8% | -20.2%[57.5 µM] | -6.7%

Screening data as filed in PubChem.
